Screening data as filed in PubChem.
Growth percent in the NCI-60 one-dose screen (48 h, 10 µM unless noted): 100 = growth as untreated, 0 = no growth, -100 = all killed.
COLO 205 – COLO 205 colon cancer | 79,000 compounds, 7.3% hits
NCI-H522 – NCI-H522 lung cancer; 78,000 compounds, 8% hits
NCI-H23 – NCI-H23 lung cancer; 80,000 compounds, 4% hits; AID 1794731
NCI/ADR-RES – NCI/ADR-RES ovarian cells | AID 1794790 | 81,000 compounds, 4.4% hits
HCT-15 – HCT-15 colon cancer | 82,000 compounds, 5.2% hits | AID 1794746
HCT-116 – HCT-116 colon cancer | 82,000 compounds, 7.3% hits | AID 1794798
NCI-H226 – NCI-H226 lung cancer; AID 1794732; 79,000 compounds, 3.5% hits
NCI-H322M – NCI-H322M lung cancer; 80,000 compounds, 2.7% hits; AID 1794733
NCI-H460 – NCI-H460 lung cancer; AID 1794736; 82,000 compounds, 6.8% hits
* marks the source's active call; other numbers are inactive results; x = no result given; & = joins results of further samples. The calls were made as follows: active = growth percent below 10; inactive = the rest.

structure,COLO 205,NCI-H522,NCI-H23,NCI/ADR-RES,HCT-15,HCT-116,NCI-H226,NCI-H322M,NCI-H460
Clc1ccc2c(NCCNCc3cccs3)ccnc2c1,80,69,78,78,85,73,79,91,90
CS(=O)(=O)c1ccc(-c2cc(-c3nnc(SCC(=O)Nc4ccc(Cl)cc4)n3-c3ccccc3)c3ccccc3n2)cc1,100,93,104,87,84,81,91,95,94
CCCCCCCCc1ccc(C(=O)Nc2cccc(O)c2)cc1,121,23,79,59,47,65,68,96,91
CCCC(=O)c1ccco1,106,82,103,104,106,98,103,106,104
COc1cc2c(cc1O)CCN1C[C@@H](CC(C)C)[C@@H](O)C[C@@H]21,127,94,100,98,106,101,97,105,116
CC(O)(c1ccccc1)c1ccc2ccccc2n1 (stereo unspecified),115,90,100,91,109,103,84,86,101
CCC(/C=N/NC(=O)c1ccc([N+](=O)[O-])cc1)CC,95,100,98,100,103,110,77,100,105
O=C1Nc2ccccc2/C1=C/c1cn(Cc2c3ccccc3cc3ccccc23)c2ccccc12,108,106,82,89,102,99,102,118,98

Of the compounds above, 2 have sulfur:
structure,COLO 205,NCI-H522,NCI-H23,NCI/ADR-RES,HCT-15,HCT-116,NCI-H226,NCI-H322M,NCI-H460
Clc1ccc2c(NCCNCc3cccs3)ccnc2c1,80,69,78,78,85,73,79,91,90
CS(=O)(=O)c1ccc(-c2cc(-c3nnc(SCC(=O)Nc4ccc(Cl)cc4)n3-c3ccccc3)c3ccccc3n2)cc1,100,93,104,87,84,81,91,95,94

Returning to the listing, repeating the 2 entries before the break.
structure,COLO 205,NCI-H522,NCI-H23,NCI/ADR-RES,HCT-15,HCT-116,NCI-H226,NCI-H322M,NCI-H460
CCC(/C=N/NC(=O)c1ccc([N+](=O)[O-])cc1)CC,95,100,98,100,103,110,77,100,105
O=C1Nc2ccccc2/C1=C/c1cn(Cc2c3ccccc3cc3ccccc23)c2ccccc12,108,106,82,89,102,99,102,118,98
CC1(C)CCc2cc(-c3ccn(S(=O)(=O)c4ccccc4Cl)n3)ccc2O1,89,78,77,78,46,69,91,126,79
COc1ccc2nc3cc(Cl)ccc3c(Nc3cc(CN4CCCC4)c(O)c(CN4CCCC4)c3)c2n1,-49*,x,-29*,10,5.6*,6.6*,-32*,x,4.2*
Cc1nn(-c2nc(-c3cc4ccccc4oc3=O)cs2)c(C)c1N=Nc1ccccc1,114,98,98,104,106,105,105,97,108
N#Cc1c(NCc2cccc(Br)c2)sc2c1CCCC2,x,92,91,93,98,98,92,103,102
CC1CC(=O)N(Cl)C(=O)N1Cl (stereo unspecified),101,86,97,102,105,96,100,90,108
N#Cc1cn(-c2ccc(Cl)cc2Cl)c(C(=O)c2ccccc2)c1N,106,87,x,106,98,102,99,98,105
CCCN(CCC)OS(=O)c1ccc(C(=O)SCC)cc1 (stereo unspecified),99,75,97,107,105,95,91,97,105
N#Cc1c(N2CCNCC2)nc2sc3cc(Cl)c(Cl)cc3n2c1=N,132,67,97,106,122,97,95,107,98
Nc1nc(Nc2ccc(F)cc2)nn1C(=O)c1cc(Cl)ccc1Cl,84,88,72,69,69,59,81,66,69
CN(C)c1ncnc2c1ccn2C1OC(CO)C(O)C1O (stereo unspecified),54,91,54,1.9*,14,37,73,3.2*,46
COc1ccc(-c2cc3c(OC)c4c(c(OC)c3oc2=O)OCO4)cc1,111,91,107,92,93,105,100,132,104
O=C(NO)/C(CC(=O)c1ccccc1O)=N\O,102,99,97,100,107,113,90,99,110
Cc1cccc(C)c1Nc1nnc(-c2ccc(F)cc2)o1,100,112,92,98,110,101,96,93,104
CC(=O)Oc1cc(C(=O)O)cc(OC(C)=O)c1OC(C)=O,122&125,93&100,97&103,97&103,101&107,90&100,90&96,102&116,108&113
OCc1cccc(-c2ccc3ncc(-c4nc(NC5CC5)ncc4F)n3c2)c1,-40*,-14*,-16*,-3.0*,1.1*,1.4*,2.2*,-6.4*,-4.3*
COC(=O)c1cc([N+](=O)[O-])cc2ccccc12,121,101,110,102,99,104,97,106,99
O=C1CCCCC1(O)Cc1ccc2c(c1)OCO2 (stereo unspecified),103,95,99,106,101,106,96,106,110
CC(=O)OC1CCC2(C)C(=CCC3C2CCC2(C)C3CC3OC4(CCC(C)CO4)C(C)C32)C1 (stereo unspecified),106,99,97,99,101,101,91,100,109
CC(C)(C)n1cc(-c2ccnc(NCCCNS(=O)(=O)c3ccc(Br)cc3)n2)c(-c2ccc(F)c(O)c2)n1,100,84,82,88,49,57,78,93,81
CCOC(=O)n1cc(-c2nonc2-c2cn(C(=O)OCC)c3ccc(Br)cc23)c2cc(F)ccc21,89,76,83,90,78,80,85,75,84
CC12CCCC=C1NC(Br)=C(C#N)C2(C#N)C#N (stereo unspecified),154,91,85,96,96,92,95,110,107
COc1cc(Cc2cc(-c3ccc(Cl)cc3)n[nH]c2=O)ccc1O,111,105,84,126,104,101,224,119,74
Cc1nn(-c2ccccc2)c(Cl)c1/C=C1\N=C(c2ccccc2)NNC1=O,123,76,104,101,101,98,97,102,113
Cn1ncc(C(=O)O)c1-n1cnc2ccc(Cl)cc2c1=O,118,90,101,110,106,109,103,65,108
CO[C@H]1/C=C/O[C@@]2(C)Oc3c(C)c(O)c4c(O)c(c(/C=[N+]([O-])/[N+]([O-])=C/c5c6c(O)c7c(O)c(C)c8c(c7c5O)C(=O)[C@@](C)(O/C=C/[C@H](OC)[C@@H](C)[C@@H](OC(C)=O)[C@H](C)[C@H](O)[C@H](C)[C@@H](O)[C@@H](C)/C=C/C=C(/C)C(=O)N6)O8)c(O)c4c3C2=O)NC(=O)/C(C)=C\C=C\[C@H](C)[C@H](O)[C@@H](C)[C@@H](O)[C@@H](C)[C@H](OC(C)=O)[C@@H]1C,115,x,104,104,100,92,90,101,99
Clc1ccccc1N/N=C/c1ccccn1,100,98,86,98,91,95,93,x,x
CCC1=C(c2cc(Cl)c3ccccc3c2OCC(=O)O)OC(CC)(C(=O)c2cc(Cl)c3ccccc3c2OCC(=O)O)CC1 (stereo unspecified),97,95,103,114,100,100,100,116,106
O=C(Nc1cccc(NC(=O)Nc2cc(C(F)(F)F)ccc2Cl)c1)Nc1cc(C(F)(F)F)ccc1Cl,1.4*,-28*,20,26,20,13,34,38,4.6*
CC(C)OC(=O)Nc1ccccc1Cl,105,100,98,103,104,98,99,100,108
CC(=O)[C@@]1(O)[C@H](C)C[C@H]2[C@@H]3CC=C4C[C@@H](O)CC[C@]4(C)[C@H]3CC[C@@]21C,100,116,101,103,108,97,103,106,108
Cn1cc(-c2nc(-c3ccc4ccccc4c3)cs2)c2ccccc21,102,71,83,109,89,95,94,82,99
NCc1ccc(S(=O)(=O)Nc2ccccc2)cc1,109,70,99,103,97,82,95,103,97
COc1cc(OC)c(S(=O)(=O)NNC(=O)c2ccncc2)cc1C1=NN(C(C)=O)C(c2ccc(Cl)cc2)C1 (stereo unspecified),116,102,x,107,104,97,103,104,109
O=C(CCN1C(=O)CCC1=O)Nc1ncc(Cc2ccccc2)s1,104,89,105,104,108,104,98,108,112
Nc1nc(=S)c2ncn(C3CCCCC3)c2[nH]1,105,80,101,107,101,98,91,100,111
CCSC(SCC)C(O)C(O)C(O)C(C)O (stereo unspecified),115,113,100,100,96,92,95,112,107
O=C1Nc2ccccc2/C1=N/N1C(=O)CN(c2ccccc2)C1=S,101,84,88,97,66,91,90,91,81
CN1C(=O)N(C)C2NC(=[N+]3CCOCC3)NC21 (stereo unspecified),102,87,99,101,97,107,93,97,101
Cc1cc(S(N)(=O)=O)ccc1Cl,105,98,102,106,99,105,97,93,113
COC(=O)[C@@H]1[C@@H]2CC(Br)[C@@H](C2)[C@@H]1C(=O)OC (stereo partly specified),117,x,108,111,98,97,105,126,114
CC1(C)CC(=O)c2c(nn(-c3ccc(Br)cc3)c2-c2cn(-c3ccccc3)nc2-c2ccc([N+](=O)[O-])cc2)C1,100,75,88,88,91,80,84,92,97
C=C1C(=O)O[C@H]2[C@H]1CC/C(COC(=O)NCc1ccc(Cn3c(=O)sn(CCCl)c3=O)cc1)=C\CC[C@@]1(C)O[C@@H]21,-48*,-68*,103,113,28,-62*,80,95,98
COc1ccc(-c2nc(N/N=C/c3ccc(O)c(OC)c3)nc(N3CCOCC3)c2C#N)cc1,105,95,101,94,93,98,96,104,107
N=C(c1ccccc1)N(Cc1ccccc1)Cc1ccccc1,88,x,93,100,75,57,104,84,98
O=C(Cc1ccc(/C=C/C(=O)c2ncc[nH]2)cc1)Nc1ccc(Br)cc1,21,13,35,13,-5.5*,-40*,47,58,-3.3*
COc1cccc(C(=O)Nc2cccc(C3CCc4c(cc(OC)c(OC)c4OC)O3)c2)c1 (stereo unspecified),92,66,90,84,87,82,76,81,96
N#C/C(=C1C=C/C(=N/O)C(Cl)=C/1)c1ccc(Cl)cc1,100,68,104,63,83,1.9*,71,118,78
Cc1cccc2cc[nH]c12,108,x,110,115,105,105,98,119,107
CCN(CC)CCCNCc1cc(-c2ccccc2)nc2ccccc12,117,75,36,-32*,15,7.3*,86,102,105
CCC(N)CCc1ccc(O)cc1 (stereo unspecified),113,103,100,106,97,104,99,106,104
NC(=O)N/N=C/c1ccc(Cl)cc1,102,65,107,108,101,88,100,111,106
COC1CC(=O)C2OC(c3ccccc3)OCC2O1 (stereo unspecified),101,105,102,107,100,106,103,99,109
O=C(c1ccccc1)c1c(/C=C/c2cccs2)c2ccccc2[nH]c1=O,100,80,104,102,109,87,94,100,106
CN(C)c1ccc(-c2c(C#N)c(N)nn2C(=O)c2ccc(NC(=O)c3ccccn3)cc2)cc1,104,91,97,96,85,91,98,97,94
Cc1ccc2nc(-c3ccc(C(=O)N/N=C/c4ccc(Cl)cc4)cc3)[nH]c2c1,101,99,103,106,104,106,95,102,101
O=C1OC(c2ccccc2)=NC1c1ccccc1 (stereo unspecified),119,112,100,105,112,96,102,93,104

Brought forward from above: four compounds; new compounds follow.
structure,COLO 205,NCI-H522,NCI-H23,NCI/ADR-RES,HCT-15,HCT-116,NCI-H226,NCI-H322M,NCI-H460
O=C(c1ccccc1)c1c(/C=C/c2cccs2)c2ccccc2[nH]c1=O,100,80,104,102,109,87,94,100,106
CN(C)c1ccc(-c2c(C#N)c(N)nn2C(=O)c2ccc(NC(=O)c3ccccn3)cc2)cc1,104,91,97,96,85,91,98,97,94
Cc1ccc2nc(-c3ccc(C(=O)N/N=C/c4ccc(Cl)cc4)cc3)[nH]c2c1,101,99,103,106,104,106,95,102,101
O=C1OC(c2ccccc2)=NC1c1ccccc1 (stereo unspecified),119,112,100,105,112,96,102,93,104
COc1cc(C=NNC(=O)c2ccc3nc(-c4c(C)nn(-c5ccccc5)c4N4CCCC4)[nH]c3c2)ccc1O,114,x,107,106,109,100,102,101,105
O=C(OC1CCCC1)c1ccc(Cl)cc1Cl,108,x,106,116,115,98,x,106,115
Cc1cccc(N=C2NC(=O)CS2)c1C,113,93,99,103,104,103,100,109,105
CC1CC(NC(=S)S)CC(C)(C)C1 (stereo unspecified),102,69,76,35,86,66,96,90,88
c1ccc(-c2cc3c(ncn4nc(-c5cccnc5)nc34)o2)cc1,103,91,94,99,101,98,111,101,102
Nc1cccc2c(=S)c3ccccc3[nH]c12,114,x,96,101,95,93,x,92,96
COc1ccc(C2CCCCC2O)cc1 (stereo unspecified),106,97,102,103,99,94,114,99,103
CC(=O)Nc1nc(Cl)c2[nH]cnc2n1,108,98,101,101,112,100,112,104,118
NC(CSSCC(N)C(=O)O)C(=O)O (stereo unspecified),-19*,-6.3*,20,85,34,19,-9.3*,37,43
CC(=O)c1ccc(Nc2nc(SCC(=O)Nc3nc4ccc(C)cc4s3)nc(-c3ccccc3)c2C#N)cc1,78,80,71,70,78,45,64,84,62
CN(C)Cc1ccccc1C(=O)C(c1ccccc1)c1ccccc1,105,99,102,98,105,108,105,123,x
NCCCC(N)(C(=O)O)C(F)F (stereo unspecified),123,114,116,141,137,239,147,96,153
CC(=O)OC[C@]12CC[C@@H](C(C)=O)[C@@H]1[C@H]1CC[C@@H]3[C@@]4(C)CCCNC(C)(C)[C@@H]4CC[C@@]3(C)[C@]1(C)CC2,88,85,93,87,89,82,90,85,96
COc1c(/C(C)=N/N=c2sc(C(C)=O)nn2-c2ccccc2)c(Oc2ccccc2)c(OC)c2occc12,108&118,82&89,94&93,92&96,92&100,63&91,98&101,91&96,91&106
Cc1nc(N)sc1C(=O)/C=C/c1ccc(F)cc1,116,92,92,101,77,80,95,94,91
O=C(OCCN1C(=O)C2C3C=CC(C3)C2C1=O)C1C2C=CC(C2)C1C(=O)OCCN1C(=O)C2C3C=CC(C3)C2C1=O (stereo unspecified),115,104,112,116,x,108,106,107,112
O=Nc1c(O)ccc2cc(S(=O)(=O)O)ccc12,109,87,92,97,108,99,96,107,102
Cc1cccc(NC(N)=O)c1,103,82,105,105,91,100,91,98,104
NS(=O)(=O)Oc1ccc(-c2sc3cc(O)ccc3c2C(=O)c2ccc(OCCN3CCCCC3)cc2)cc1,x,66,88,80,36,44,79,91,20
NS(=O)(=O)Oc1ccc2nc(Nc3ccc(F)c(F)c3)ccc2c1,94,91,96,95,70,92,91,93,98
CC1=NCC(C)c2ccccc21 (stereo unspecified),x,115,105,102,102,106,104,117,102
